EPAC2 antag: qHTS for Antagonist of cAMP-regulated guanine nucleotide exchange factor 2 (EPAC2): primary screen. Rap guanine nucleotide exchange factor 4 (Homo sapiens), Q8WZA2. EPAC2 GEF exchange of Rap1B-BODIPY-GDP, fluorescence. Potency, µM (doses to about 114 µM), for inactives: top-dose activity, negative = inhibition, most hits filed as inhibitors. hit rate 0.18% among 360,000. AID 720708, 2013; note: potency is the fitted concentration of half-maximal effect; % is set by controls: 0 for no effect and ±100 for the full control effect; nearly all actives have a fitted effect of over 45% in size; many of its hits are not listed in these tables
WRN helicase inh: qHTS for Inhibitors of WRN Helicase; hit rate 0.46% among 360,000; WRN helicase unwinding, fluorescent forked duplex, kinetic; Potency, µM (top dose mostly 114 µM), for inactives: top-dose activity change, negative = inhibition, actives largely listed as inhibitors; note: potency is the fitted concentration of half-maximal effect; % is set by controls: 0 for no effect and ±100 for the full control effect; nearly all actives have a fitted effect of over 55% in size
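WRN at 20 nM final preincubated with compound 15 min at room temperature; reaction started with 100 nM fluorophore/quencher forked duplex oligonucleotide and 2 mM ATP final. Unwinding followed kinetically by red fluorescence (ex 525, em 598 nm).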
PI5P4Ka inh: qHTS for Inhibitors of phosphatidylinositol 5-phosphate 4-kinase (PI5P4K); hit rate 1.2% among 330,000; max response, %; AID 652105, 2013; PI5P4Kalpha enzyme, ADP-Glo luminescence, 60 min; active compounds read low; active = max response of -50% or lower; inconclusive = between -30% and -50%; inactive = -30% or higher; note: value at the top dose of about 77 µM; % is set by controls: 0 for no effect and ±100 for the full control effect
Target sequence (P48426 whole entry, looked up): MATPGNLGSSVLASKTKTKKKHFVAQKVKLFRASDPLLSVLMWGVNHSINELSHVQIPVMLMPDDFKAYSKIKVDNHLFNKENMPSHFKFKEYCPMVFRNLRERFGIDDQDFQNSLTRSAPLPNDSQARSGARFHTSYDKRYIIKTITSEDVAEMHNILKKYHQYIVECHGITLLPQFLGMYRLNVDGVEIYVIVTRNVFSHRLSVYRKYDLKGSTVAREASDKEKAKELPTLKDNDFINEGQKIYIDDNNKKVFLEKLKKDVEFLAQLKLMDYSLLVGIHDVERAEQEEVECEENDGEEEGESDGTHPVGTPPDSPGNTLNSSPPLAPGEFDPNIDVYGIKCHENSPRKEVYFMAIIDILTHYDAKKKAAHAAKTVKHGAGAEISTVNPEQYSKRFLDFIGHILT
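Controls without substrate or without enzyme flank wells where PI5P4Kalpha converts substrate using 5 microM ATP (final). Incubation lasts 60 minutes at room temperature; ADP formed is read by ADP-Glo luminescence.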
CCT modulator: High-Throughput Screening for Modulators of Cytosolic Chaperonin Activity | purified chaperonin ATPase assay, HTRF ADP detection, 30 min | activity change, % (concentration not given with the values), hits read low | hit rate 0.3% among 360,000; in the data active = activity change below about -30%; note: % is set by controls: 0 for no effect and ±100 for the full control effect
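First, chaperonin was dispensed at 40 nM or 20 nM final depending on batch activity. Next, compounds were pinned at 76 uM and ATP added at 10 uM. After 30 min at 37 °C, ADP detection reagents ran 30 min at ambient temperature.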
EPAC1 antagonist: qHTS for Antagonist of cAMP-regulated guanine nucleotide exchange factor 3 (EPAC1): primary screen; Rap guanine nucleotide exchange factor 3 (Homo sapiens), O95398; EPAC1 GEF assay, Rap1b-BODIPY-GDP exchange fluorescence; Potency, µM (series often up to 115 µM), inactives show top-dose activity change, negative = inhibition, most hits filed as inhibitors; hit rate 0.14% among 360,000;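 note: potency is the fitted concentration of half-maximal effect; plate controls were vehicle for no effect and positive control for full effect; nearly all actives have a fitted effect of over 50% in size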
EPAC1 agonist: qHTS for Agonist of cAMP-regulated guanine nucleotide exchange factor 3 (EPAC1): primary screen | Rap guanine nucleotide exchange factor 3 (Homo sapiens), O95398 | hit rate 0.073% among 360,000 | EPAC1 agonist qHTS, biochemical assay; response scale: 100% = response to 6.5 mM cAMP | Potency, µM (titrated, usually from 154 µM), for the others: at the top dose activation, actives largely listed as activators; note: potency is the fitted concentration of half-maximal effect; nearly all actives have a fitted effect of over 60% in size
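Compounds were pinned as a concentration titration into mixtures of EPAC1 (100 nM), BODIPY-GDP-loaded Rap1B (250 nM) and GDP (50 uM). After 5 min at room temperature, fluorescence was followed for 30 min; activity was scaled to 6.5 mM cAMP.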
MmCpn inh: Inhibitors of TCP-1 ring complex (TRiC) of Methanococcus maripaludis (MmCpn): qHTS; AID 504842, 2011; purified Mm-Cpn ATPase, ADP Transcreener TR-FRET; Potency, µM (series often up to 76.9 µM), for the others: top-dose activity, negative = inhibition, usual class: inhibitors; hit rate 0.031% among 330,000; note: potency is the fitted concentration of half-maximal effect; % is set by controls: 0 for no effect and ±100 for the full control effect; nearly all actives have a fitted effect of over 80% in size
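Purified archaeal Mm-CPN (25nM final) preincubated 10 min at 37degC with compound, then 10uM ATP for 30 min at 37degC; ADP measured by HTRF Transcreener TR-FRET; buffer 30 mM TRIS pH 7.4, 100mM KCl, 5mM MgCl2, 1mM DTT.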
PLK1 PBD inh: qHTS for Inhibitors of PLK1-PDB (polo-like kinase 1 - polo-box domain): Primary Screen | hit rate 2.8% among 360,000 | AID 720504, 2013 | Plk1 PBD binding of FITC phosphopeptide, fluorescence polarization | Serine/threonine-protein kinase PLK1 (Homo sapiens), P53350 | Potency, µM, for inactives: max response, negative = inhibition, usual class: inhibitors; note: potency is the fitted concentration of half-maximal effect; series mostly up to about 57 µM; % is set by controls: 0 for no effect and ±100 for the full control effect; nearly all actives have a fitted effect of over 65% in size
Target sequence (P53350 whole entry, looked up, the tested form may be a part): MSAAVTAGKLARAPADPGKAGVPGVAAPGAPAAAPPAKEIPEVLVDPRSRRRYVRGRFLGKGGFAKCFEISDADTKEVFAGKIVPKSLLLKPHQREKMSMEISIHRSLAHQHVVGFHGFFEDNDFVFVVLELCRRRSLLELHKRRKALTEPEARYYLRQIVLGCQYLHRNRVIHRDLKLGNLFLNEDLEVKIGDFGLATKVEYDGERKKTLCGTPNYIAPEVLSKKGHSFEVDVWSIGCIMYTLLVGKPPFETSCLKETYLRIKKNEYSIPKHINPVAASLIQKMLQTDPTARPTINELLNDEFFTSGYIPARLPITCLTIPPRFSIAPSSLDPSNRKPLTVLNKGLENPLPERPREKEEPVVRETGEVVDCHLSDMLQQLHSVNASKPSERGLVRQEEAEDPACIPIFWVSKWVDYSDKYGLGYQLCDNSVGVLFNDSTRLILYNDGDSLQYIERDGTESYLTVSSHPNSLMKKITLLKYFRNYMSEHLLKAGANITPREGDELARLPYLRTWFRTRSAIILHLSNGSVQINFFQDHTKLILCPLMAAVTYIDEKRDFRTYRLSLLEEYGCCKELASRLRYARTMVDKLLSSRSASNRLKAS
The depositor's hits bear a star; ? = inconclusive; . = not tested or not shown; [ ] = another dose, or the depositor's remark. Unless noted, calls come from the whole dose curve; as a rule, active = well fitted curve in the direction sought with a large enough effect; inconclusive = small, poorly fitted or top-dose-only effect, or another doubt; inactive = no such curve, though single readings can be large; an effect the other way counts as inactive or inconclusive.

SMILES,EPAC2 antag,MmCpn inh,EPAC1 agonist,WRN helicase inh,CCT modulator,PLK1 PBD inh,EPAC1 antagonist,PI5P4Ka inh
O=C(/C=C/c1ccccc1[N+](=O)[O-])NCCCN1CCCC1=O,3%,0%,12%,-4%,0.5,-10%,-4%,8
COc1c(F)cccc1C1=CC(=O)C[C@H](c2ccc3c(c2)OCO3)C1,-19%,1%,4%,-8%,-2.4,3%,-3%,14
CN(C(=O)CCN1CCCO1)C1CCCN(Cc2ccccc2F)C1 (configuration not stated),11%,0%,-11%,4%[57.1 µM],0.2,0%,13%,-2
Cc1ccccc1NC(=O)/C(=C\c1cccs1)NC(=O)c1ccccc1,-2%,-1%,-1%,-4%,-2.6,-14%,-14%,0
CN1CCN(S(=O)(=O)c2ccc(C(=O)NC3CCCCC3)cc2)CC1,3%,.,-4%,-8%[57.1 µM],2.1,-3%,?,10
CCC(=O)Nc1nc(OC)cc(OC)n1,0%,1%,1%,-3%,-2.6,-9%,4%,-7
Cc1[nH]n(-c2cccc(Cl)c2)c(=O)c1C=NC12CN3CN(CN(C3)C1)C2,0%,-1%,13%,9%,-5.3,-10%,-2%,-1
CNS(=O)(=O)c1cccc(C(=O)OCC(=O)N2CCc3ccccc3C2)c1,-7%,-8%,-7%,-5%,-1.2,-3%,-18%,9
Cn1c(=O)c2[nH]c(CCCCCCCCc3nc4ccccc4[nH]3)nc2n(C)c1=O,-3%,.,-10%,-2%,-1.6,4%,0%,-4
CC12CCC(C(=O)N(c3ccccc3Cl)C1=O)C2(C)C (configuration not stated),7%,0%,2%,3%,1.0,-2%,-5%,5
COc1ccccc1CN1C(=O)c2ccccc2C1C(=O)NC1CCC(C)CC1 (configuration not stated),1%,0%,-7%,3%,1.6,19µM*,-12%,-16
O=C(CSc1nc2cc3c(cc2c(=O)n1CCC1=CCCCC1)OCO3)NCc1ccco1,6%,0%,-2%,-5%,-2.1,1%,-4%,1
Cc1nc(C(=O)N(C)C)nn1-c1ccc([N+](=O)[O-])cc1,0%,0%,11%,1%,2.1,-5%,-4%,-3
C[C@H]1CN([C@@H](C)CO)C(=O)CCCn2cc(nn2)CO[C@@H]1CN(C)C(=O)Nc1ccccc1C(F)(F)F,6%,.,-7%,6%,0.1,-1%,9%,-4
CN(/C(=N\S(=O)(=O)c1ccccc1)c1ccccc1)c1ccc(O)cc1,15%,-3%,-1%,1%,-3.2,-1%,-8%,2
O=C(c1ccc(N2CCCC2=O)cc1)N1CCN(c2ccccc2Cl)CC1,-18%,0%,1%,4%,-1.1,-4%,21%,-1
O=C(O)c1ccccc1C(=O)N(Cc1ccccc1)Cc1ccccc1,-2%,3%,10%,5%,-2.6,-3%,0%,.
Cc1cc(C)n(-c2ccc(C(=O)Oc3ccc4c(c3)OCO4)cc2)n1,2%,-1%,-1%,-5%,1.2,-3%,0%,9
COC(=O)/C(=C/Nc1ccc(O)cc1)[N+](=O)[O-],2%,-2%,5%,-6%,-0.1,-4%,?,-2
COc1ccc(OC)c(/C=C/C(=O)OCC(=O)Nc2ccc3c(c2)OCCO3)c1,6%,-4%,-5%,6%,-2.5,-6%,6%,2
Clc1ccc(CN2C3=NCCCN3c3ccccc32)cc1Cl,1%,-1%,5%,3%,-0.9,7%,-3%,0
c1ccc(Oc2cccc(CN3CCCCC3)c2)cc1,1%,-1%,-1%,-3%,0.6,-7%,-5%,.
Cc1ccc(S(=O)(=O)/N=C(/c2ccc(F)cc2)N(C)C)cc1,0%,1%,3%,6%,0.2,-6%,13%,-1
CCOc1ccc(OCCC(=O)OCC(=O)NNC(=O)c2ccccc2)cc1,-20%,4%,10%,0%,0.0,-10%,-8%,-29
CCCCn1c(N)c(N(CC(C)C)C(=O)Cn2c(=O)oc3ccccc32)c(=O)[nH]c1=O,-5%,-10%,11%,7%,0.1,-4%,-11%,0
CC(NS(=O)(=O)c1ccc(F)cc1)C(c1cccs1)N1CCN(C)CC1 (configuration not stated),-12%,1%,7%,-11%,0.0,-2%,0%,.
COC(=O)c1cn(C)c2ccc(S(=O)(=O)N3CCCC3)cc2c1=O,-1%,-2%,1%,6%,-1.9,-6%,-12%,.
COc1cccc(C(Nc2ccccn2)c2oc(CO)cc(=O)c2O)c1 (configuration not stated),4%,1%,10%,-6%,-4.9,21µM*,2%,0
COc1ccc(C(=O)N2CCCCC2c2cc(C(=O)Nc3cccc(C#N)c3)no2)cc1 (configuration not stated),-13%,.,9%,-4%,-0.2,-1%,-20%,-4
COc1ccc(NC(=O)Nc2cnccn2)cc1,11%,1%,11%,4%,-1.0,4%,17%,3
Fc1cc(F)cc(NC(=S)N2CCN(c3ncccn3)CC2)c1,-6%,3%,4%,-2%,1.8,-1%,-14%,17
O=C(N/N=C/c1ccc2c(c1)OCO2)c1ccccn1,-6%,-2%,4%,-2%,0.0,-8%,-2%,.
Cc1cc(C)n(-c2nc3c(c(=O)[nH]c(=O)n3C)n2CC(O)COc2ccccc2)n1 (configuration not stated),9%,8%,-2%,-9%,-1.2,-1%,8%,-3
CC1CN(S(=O)(=O)c2cccc(C(=O)OCc3cc(=O)oc4cc(O)ccc34)c2)CC(C)O1 (configuration not stated),-7%,-5%,4%,-21%,-0.7,-14%,-24%,?
Nc1c(/C=C2/C=CC(=O)C(O)=C2)c(=O)nc2sc(CC(=O)N3CCOCC3)nn12,6%,.,5%,?,-1.6,-1%,-13%,?
CC(NC(=S)Nc1ccc(Cl)cc1)C(c1ccccc1)N1CCOCC1 (configuration not stated),-8%,1%,-6%,-7%,0.5,2%,0%,3
COc1ccc(OCCNC(=O)c2cc(C3CC3)nc3c2cnn3C(C)C)cc1,-5%,2%,10%,0%,0.2,6%,5%,2
Cc1ccc(S(=O)(=O)N2CCN(C(=O)CN3C(=O)NC4(CCCCC4)C3=O)CC2)c(C)c1,-1%,1%,7%,-6%,-0.4,-3%,6%,1
Cc1nn(C)c(C(=O)Nc2ccc(Cl)c([N+](=O)[O-])c2)c1Cl,6%,3%,4%,0%,-0.3,-5%,-5%,0
Nc1nnnn1CC(=O)N/N=C/c1ccc(-c2cccc(Cl)c2)o1,9%,1%,1%,-7%,0.3,0%,3%,7
CCn1c(=O)c([N+](=O)[O-])c(NCc2ccco2)c2ccccc21,5%,1%,-3%,-9%,-3.4,-19%,-13%,2
Cc1cc(C)c(OCC(=O)Nc2ccc3c(c2)OCO3)cc1C,1%,0%,5%,6%,-1.9,-2%,-3%,0
CCN(CC)CCCN(C(=O)Cn1nnc(-c2ccc(OC)c(OC)c2)n1)C(C(=O)NC(C)(C)C)c1ccc(F)cc1 (configuration not stated),5%,-8%,-2%,-10%,-1.2,-12%,-14%,-2
Cc1cc(Cl)ccc1OC(C)C(=O)NN=C1CCCCCC1 (configuration not stated),-4%,-9%,0%,-10%,0.8,-13%,-11%,0
O=C(CCCNC(=O)c1ccc(Cl)cc1)Nc1ccc(F)c(S(=O)(=O)N2CCOCC2)c1,3%,1%,-6%,-2%,-0.1,5%,11%,6
CC(C)Oc1ccc2ccccc2c1C=O,-4%,1%,-7%,-24%,-2.0,-18%,-31%,-5
COC(=O)[C@]12CCCCC=C1N(Cc1ccco1)C(=O)[C@H](CC(=O)N1CCC(c3ccccc3)CC1)C2,-2%,.,0%,-3%,0.7,-1%,-14%,-2
Cc1ccccc1N1C(=O)C(Cl)=C(N2CCCCCC2)C1=O,12%,2%,6%,-17%,-0.6,-1%,4%,.
Cc1cccc(C(=O)NCC(=O)N2CCN(S(=O)(=O)c3ccccc3)CC2)c1,2%,2%,0%,-7%,-0.4,2%,11%,-1
Cc1ccc(OCCCC(=O)Nc2ccc(S(=O)(=O)N3CCOCC3)cc2)cc1,-9%,0%,10%,4%,0.0,-8%,-7%,0

Filtered by structure: the entries above with a thiophene ring, fused or not (2)
SMILES,EPAC2 antag,MmCpn inh,EPAC1 agonist,WRN helicase inh,CCT modulator,PLK1 PBD inh,EPAC1 antagonist,PI5P4Ka inh
Cc1ccccc1NC(=O)/C(=C\c1cccs1)NC(=O)c1ccccc1,-2%,-1%,-1%,-4%,-2.6,-14%,-14%,0
CC(NS(=O)(=O)c1ccc(F)cc1)C(c1cccs1)N1CCN(C)CC1 (configuration not stated),-12%,1%,7%,-11%,0.0,-2%,0%,.

The listing continues:
SMILES,EPAC2 antag,MmCpn inh,EPAC1 agonist,WRN helicase inh,CCT modulator,PLK1 PBD inh,EPAC1 antagonist,PI5P4Ka inh
COc1ccc(CC(N)c2csc(Nc3cc(NCCCO)ncn3)n2)cc1 (configuration not stated),3%,.,15%,-2%,0.9,-7%,-7%,-3
Cc1ccc(OC(C)c2nnc(N)s2)cc1Cl (configuration not stated),-5%,-1%,0%,-23%,-1.5,-13%,-17%,5
COC(=O)C(NC(C)=O)(Nc1cccc(C)n1)C(F)(F)F (configuration not stated),-4%,1%,1%,7%,-1.6,-5%,-11%,0
Cc1nn(Cc2ccccc2Cl)c(C)c1NC(=O)CCCn1nc(C)c([N+](=O)[O-])c1C,1%,-1%,4%,-3%[57.1 µM],-1.2,-3%,2%,.
COc1ccc(C(=O)NC(CC(=O)O)c2cc([N+](=O)[O-])ccc2Cl)c(SC)c1 (configuration not stated),-1%,3%,2%,?,0.9,-23%,-17%,-8
Cc1ccc(C(=O)COC(=O)c2ccc(-c3cnc4ccccc4n3)cc2)cc1C,-3%,-5%,1%,-4%,0.5,-6%,10%,-4
Cc1ncc([N+](=O)[O-])n1CCN1C(=O)c2ccccc2C1=O,0%,2%,3%,-8%,-0.8,-1%,-2%,-8
Cc1ccc(S(=O)(=O)Nc2ccccc2-c2nc3ccccc3[nH]c2=O)cc1,-13%,-7%,7%,-8%,-1.3,-5%,-14%,1

Screens (PubChem)

The list is partial; the hit share may differ from the screen's.
